Compound activity: PubChem BioAssay, National Center for Advancing Translational Sciences (NCATS)
D1 antagonist = Antagonist of Human D 1 Dopamine Receptor: qHTS | HEK293 TREx D1 cells, calcium flux, dopamine EC80; stronger effect = lower value | activity change, negative = inhibition, % at 10 µM | 3.2% of 360,000 active | AID 504652, 2011; in the data active means activity change below about -30%; further: on the % scale 0 is the no-effect control and ±100 the full control effect
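Kinetic fluorescence of a calcium dye serves as the read-out. D1-expressing Hek293 Trex cells, induced overnight at 30 C, are exposed to compound for 180 s before an EC80 dopamine addition, then read 180 s further.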
D2 PAM = HTS Assay for Positive Allosteric Modulators of the Human D2 Dopamine Receptor: Primary Screen for Potentiators | D(2) dopamine receptor (Homo sapiens), P14416 | HEK293 T-REx D2, calcium flux, EC20 dopamine potentiation | potentiation, % at 10 µM | 0.34% of 340,000 active | AID 485347, 2010;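 active means potentiation over 3 SD above the plate norm, cut at about 30% in these data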; further: 0% is about no effect
Target sequence (P14416 whole entry, looked up): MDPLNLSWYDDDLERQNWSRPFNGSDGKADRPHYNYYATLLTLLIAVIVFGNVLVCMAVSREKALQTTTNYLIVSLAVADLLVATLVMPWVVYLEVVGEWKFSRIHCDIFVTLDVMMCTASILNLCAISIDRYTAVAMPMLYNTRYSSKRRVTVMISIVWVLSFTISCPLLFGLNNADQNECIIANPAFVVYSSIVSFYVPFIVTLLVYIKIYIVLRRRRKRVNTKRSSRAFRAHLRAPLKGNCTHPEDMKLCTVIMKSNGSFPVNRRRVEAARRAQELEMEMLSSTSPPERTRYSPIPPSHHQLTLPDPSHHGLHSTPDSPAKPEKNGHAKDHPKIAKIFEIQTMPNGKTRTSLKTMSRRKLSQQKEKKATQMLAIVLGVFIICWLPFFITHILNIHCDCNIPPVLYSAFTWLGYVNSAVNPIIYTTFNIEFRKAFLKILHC
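Using a no-wash calcium dye in inducible, force-coupled HEK293 Trex cells expressing D2, we tracked fluorescence each second for 180 s after compound, then for 180 s after EC20 dopamine to detect augmented signalling.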
RXFP1 ag = qHTS Assay for Agonists of the Relaxin Receptor RXFP1; AID 2676, 2010; 0.3% of 370,000 active; HEK293T-RXFP1 cAMP TR-FRET, 30 min; response scale: percent of porcine relaxin response, buffer zero; Potency, µM (titrated, usually from 57.5 µM), for the others: at the top dose activation, hits mostly activators; Relaxin receptor 1 (Homo sapiens), Q9HBX9; active means well fitted activation curve with a large enough effect; inconclusive means small, poorly fitted or top-dose-only effect; further: potency means the concentration at half of the fitted maximal effect; on the % scale 0 is the no-effect control and ±100 the full control effect; nearly all actives have a fitted effect of over 60% in size; many of its hits are not listed in these tables
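HEK293T cells stably expressing RXFP1 were pretreated with the PDE4 inhibitor Ro 20174, exposed to compounds for 30 min at 37C, lysed, and cAMP was read by TR-FRET. Data normalized to buffer (basal) and 29 nM porcine relaxin (100%).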
D2 antagonist = HTS Assay for Allosteric Antagonists of the Human D2 Dopamine Receptor: Primary Screen for Antagonists | 2% of 340,000 active | D(2) dopamine receptor (Homo sapiens), P14416 | HEK293 TREx D2 cells, calcium flux, dopamine EC80 | inhibition, % at 10 µM; in the data active means inhibition above about 30%; further: 0% is about no effect
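Dopamine at EC80 is the agonist stimulus; test compounds precede it by 180 s. Calcium flux read kinetically in a force-coupled, inducible HEK293 T-REx D2 cell line.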
D2 ag = HTS Assay for Allosteric Agonists of the Human D2 Dopamine Receptor: Primary Screen for Agonists | 0.53% of 340,000 active | HEK293 T-REx D2 cells, calcium flux agonist mode | D(2) dopamine receptor (Homo sapiens), P14416 | AID 485358, 2010 | activation, % at 2 µM;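 active means activation over 3 SD above normal in the single-dose calcium agonist read, cut at about 30% in these data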; further: 0% is about no effect
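In this primary screen, compounds producing a positive calcium signal within 180 s of addition to tetracycline-induced, force-coupled HEK293 Trex D2 cells are flagged; cells are dye-loaded with a no-wash calcium kit beforehand.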
RXFP1 antag = qHTS Assay for Antagonists of the Relaxin Receptor RXFP1 | Relaxin receptor 1 (Homo sapiens), Q9HBX9 | 0.59% of 350,000 active | activity change, negative = inhibition, % at 57.5 µM | HEK293-RXFP1, relaxin-stimulated cAMP HTRF, 30 min; stronger effect = lower value;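 active means activity change of -60% or lower, but not beyond a set lower limit; inconclusive means change between -60% and -40%, or beyond the set limit; inactive means change above -40%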; further: on the % scale 0 is the no-effect control and ±100 the full control effect
D1 agonist = Allosteric Agonists of the Human D1 Dopamine Receptor: qHTS; D(1A) dopamine receptor (Homo sapiens), P21728; HEK293 T-REx D1 cells, calcium flux, agonist mode; activation, % at 2 µM; 1% of 360,000 active; AID 504660, 2011; in the data active means activation above about 30%; further: 0% is about no effect
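Inducible HEK293 T-REx D1 cells, force-coupled to calcium signalling, were plated at 4000 cells/well with tetracycline and held overnight at 30 C. After no-wash calcium dye loading, compound-evoked calcium rise over 180 s flagged agonists.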
TRHR PAM = qHTS for Small Molecule Agonists and Allosteric Enhancers of Human TRH Receptor: Primary Screen for Enhancers; TRHR cells, fluo-8 calcium fluorescence, EC20 TRH enhancement; Thyrotropin-releasing hormone receptor (Homo sapiens), P34981; 0.66% of 360,000 active; enhancement, % at 2 µM; in the data active means enhancement above about 30%; further: 0% is about no effect
Target sequence (P34981 whole entry, looked up): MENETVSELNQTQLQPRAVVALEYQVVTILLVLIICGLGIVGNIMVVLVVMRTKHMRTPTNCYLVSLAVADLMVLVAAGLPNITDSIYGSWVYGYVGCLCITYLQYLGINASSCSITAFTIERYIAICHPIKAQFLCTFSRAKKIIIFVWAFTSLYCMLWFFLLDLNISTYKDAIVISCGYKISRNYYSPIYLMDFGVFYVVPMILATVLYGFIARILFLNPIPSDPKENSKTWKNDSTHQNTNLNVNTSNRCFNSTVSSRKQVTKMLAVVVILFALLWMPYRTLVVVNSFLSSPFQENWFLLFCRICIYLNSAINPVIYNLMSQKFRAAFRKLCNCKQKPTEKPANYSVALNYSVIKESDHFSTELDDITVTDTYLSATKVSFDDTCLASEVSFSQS
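TRHR-expressing cells loaded with fluo-8 calcium dye were read kinetically (ex 480/em 530) during compound addition, then stimulated with an EC20 of TRH (10 nM final). Enhancement of the Gq-mediated intracellular calcium response was scored.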
D1 potentiator = Potentiators of Human D1 Dopamine Receptor: qHTS; D(1A) dopamine receptor (Homo sapiens), P21728; HEK293 TREx D1 cells, calcium flux, dopamine EC20 potentiation; potentiation, % at 10 µM; 0.036% of 360,000 active; AID 504651, 2011; in the data active means potentiation above about 30%; further: 0% is about no effect
* hit, by the source's call; ? = inconclusive; . = no result given. The list is partial; the hit share may differ from the screen's.

SMILES | D1 antagonist | D2 PAM | RXFP1 ag | D2 antagonist | D2 ag | RXFP1 antag | D1 agonist | TRHR PAM | D1 potentiator
COc1ccc(NC(=S)NC(=O)C2CCCCC2)cc1 | -26 | -25 | -0.8% | 0 | -0.1 | -4 | 7 | -9 | -7
COc1ccc(CNC(=O)c2cccc(N3CCCS3(=O)=O)c2)cc1 | -5 | 3 | -2.1% | . | -0.2 | -5 | 1 | -2 | -2
COc1cc2nc(SCC(=O)NCc3ccco3)n(Cc3ccc(Cl)cc3)c(=O)c2cc1OC | -29 | 9 | -0.3% | -27 | 0.8 | 21 | -1 | 9 | -5
O=C(CN1CCN(C(=O)c2cccc(S(=O)(=O)N3CCCC3)c2)CC1)Nc1ccccc1Cl | -10 | -3 | 0.3% | 1 | -0.4 | -7 | 2 | 0 | -2
CCN(CC)CCCn1c2c(c(SCC(=O)Nc3nccs3)nc1=O)CCC2 | -56* | 0 | 1.9% | 14 | -0.6 | 10 | 2 | -6 | 0
COc1ccc(NC(=O)C2CCC(C(C)(C)C)CC2)cc1S(=O)(=O)N1CCCCC1 (stereo not given) | 1 | -10 | 0.3% | 6 | -0.9 | 8 | 3 | -3 | -3
COc1ccc(NC(=O)C(C)Sc2cc(-c3ccccc3)nc(C)n2)cc1Cl (stereo not given) | -27 | 8 | 0.7% | . | . | ? | 1 | -5 | -1
COc1ccccc1C(=O)NN1C(=O)C2C3C=CC(O3)C2C1=O (stereo not given) | 6 | -3 | -4.4% | 8 | 0.1 | -19 | 1 | 2 | -5
COc1ccc(C)c2sc(N(CCCN(C)C)C(=O)CS(=O)(=O)c3ccc(F)cc3)nc12 | -7 | 2 | -0.4% | 11 | -1.0 | -12 | 4 | -2 | -3
CCn1nc(C)c(Oc2ccccc2O)c1C | -12 | 1 | -1.7% | -12 | -1.3 | 5 | 10 | -3 | -7
CCC1(c2ccccc2)NC(=O)N(CC(=O)NC2CCCC2)C1=O (stereo not given) | 0 | . | -1.4% | . | . | -5 | 1 | -2 | -4
CCOC(=O)c1ccc(NC(=O)CSc2nnc(CNC(=O)c3ccco3)o2)cc1 | -11 | -4 | 1.1% | -3 | 1.8 | -40 | 6 | 0 | -4
Cc1ccc2c(c1)c1c(c(=O)n(Cc3ccccc3)c(=O)n1Cc1cccc(F)c1)n2C | 14 | 6 | 2.8% | . | 0.5 | . | -1 | -4 | -2
CCO/C=N/c1c(C#N)c2c(c(=S)n1C)COC(C)(C)C2 | 3 | 14 | 0.4% | 15 | 0.4 | -9 | 2 | 5 | 5
Cn1nnnc1SCCNC/C=C/c1ccccc1 | -16 | -17 | 0.2% | 8 | 0.3 | -1 | 1 | -2 | -4
O=C(NCc1cccnc1)c1ccc(=O)oc1 | 11 | 1 | 2.0% | -18 | 0.2 | -9 | 4 | -7 | 12
O=C(NC1CC1)C1=C[C@@H](c2coc3ccccc3c2=O)C[C@@H](OCCCCO)O1 | -11 | -5 | 4.3% | 0 | . | . | 3 | 2 | -2
COc1ccc(C(=O)COC(=O)C(CC(C)C)N2C(=O)c3ccccc3C2=O)cc1 (stereo not given) | -13 | -9 | -0.7% | 3 | -0.7 | -1 | 5 | -8 | -1
Cn1c(=O)c2c(ncn2CCC(=O)N/N=C/c2ccccc2)n(C)c1=O | 2 | -1 | ? | 4 | 0.4 | 15 | 1 | 2 | 5
C/C(=N\NC(=O)CSc1nc2nc(C)cc(C)n2n1)c1ccccc1 | 2 | 1 | 9.1% | -22 | 0.4 | 2 | 1 | 13 | -2
COc1ccc(C(=O)NC2CC(C)(C)Cc3c2cnn3-c2ccccc2C)o1 (stereo not given) | -14 | 6 | 4.4% | 5 | -0.9 | -6 | 0 | 2 | 3
NS(=O)(=O)c1ccc(NC(=O)COC(=O)c2cccc(S(=O)(=O)N3CCCC3)c2)cc1 | 3 | -3 | 1.8% | 2 | -0.1 | -4 | 3 | 1 | -4
O=C(O)CCCC(=O)Nc1nncs1 | -5 | 3 | 2.7% | 5 | -0.4 | 4 | -1 | 1 | 7
O=C(NCc1ccco1)Nc1ccc(Br)cc1Cl | 0 | -3 | -0.8% | 0 | -0.3 | 1 | 1 | -10 | -5
CCc1ccc(N=C2NC(=O)CS2)cc1 | 5 | 5 | 0.8% | -8 | -0.8 | 4 | 2 | 2 | 13
O=C(Nc1ccccc1C(=O)OCc1cc(=O)n2c3c(sc2n1)CCCC3)c1ccc(F)cc1 | 5 | 3 | 15% | . | -0.1 | -13 | 0 | 0 | 0
CC(=O)Nc1ccc(OCC(O)Cn2cncn2)cc1 (stereo not given) | 4 | -8 | 4.1% | 3 | 0.7 | 5 | 3 | -8 | -7
COc1ccc(CCNC(=O)C2CC(=O)N(CCc3ccc(C)cc3)C2)cc1OC (stereo not given) | 0 | . | -1.8% | -12 | -0.1 | 2 | 0 | 7 | -2
Cc1[nH]c(C)c(S(=O)(=O)NCc2ccco2)c1C(=O)N1CCCCC1 | 3 | -2 | 0.3% | 1 | 0.8 | 3 | 1 | 2 | -4
Cc1cccc(N2CCN(C(=O)CCNS(=O)(=O)c3ccc4c(c3)oc(=O)n4C)CC2)c1C | -18 | -17 | 1.1% | -7 | 45* | 9 | 7 | -6 | -4
COc1ccccc1CNC(=O)CN(C)S(=O)(=O)c1ccc2c(c1)c(=O)n(C)c(=O)n2C | -37* | 5 | 5.5% | 14 | 0.6 | 25 | 0 | 2 | -1
COc1ccccc1OCCNS(=O)(=O)c1ccc2oc3ccccc3c2c1 | -5 | -2 | -1.0% | -3 | 3.4 | -12 | 12 | 7 | -4
CN(C)/C(=N\S(=O)(=O)c1ccc(F)cc1)c1ccccc1 | 6 | -8 | 2.4% | -9 | 6.3 | -14 | 3 | -6 | -3
Cc1ccc(NC(=S)N2CCCC(O)C2)cc1 (stereo not given) | 5 | 0 | 0.4% | 4 | 2.8 | 8 | 0 | -1 | -5
O=C(Nc1ncc2c(n1)CC(c1cccc(Cl)c1)CC2=O)c1ccco1 (stereo not given) | -21 | -3 | -0.1% | -15 | 0.6 | -6 | -2 | 0 | -4
O=C(Nc1ccc(S(=O)(=O)NC2=NCCCCC2)cc1)c1cc(S(=O)(=O)N2CCOCC2)ccc1F | 5 | 2 | 5.2% | -1 | 0.3 | 1 | 3 | 15 | 0
Clc1ccc(Cl)c(OCc2cc(-c3ccccc3Cl)on2)c1 | 5 | -8 | -1.0% | -2 | -0.1 | -2 | 4 | 0 | -3
CCCCOc1ccc(S(=O)(=O)NNC(=O)c2cc3ccccc3o2)cc1 | -14 | -1 | -3.0% | 44* | -1.3 | . | 13 | 1 | 4
CN(Cc1c(C(=O)N/N=C/c2ccc(O)cc2)nnn1-c1nonc1N)C1CCCCC1 | 19 | -3 | -1.7% | 20 | -0.1 | -5 | 6 | -6 | -4
COc1ccccc1C(=O)Nc1nnc(-c2ccc(F)cc2)s1 | -11 | 7 | 3.2% | 12 | -0.2 | -1 | 0 | -5 | -2
Cc1c(Cl)c(C(F)F)nn1CC(=O)NC1C(=O)N2C(C(=O)O)=C(CSc3nnnn3C)CSC12 (stereo not given) | -11 | 1 | 0.1% | -3 | -0.3 | 0 | 2 | -4 | 0
COc1ccc(C(=O)N/N=C/c2ccc(OC)c(CSc3ccccn3)c2)cc1 | -6 | -1 | -1.1% | -17 | 0.2 | -6 | 1 | 4 | 2
Cc1ccc2c(c1)N(CC(=O)N1CCOCC1)C(=O)C(C)O2 (stereo not given) | 7 | -8 | 2.9% | 0 | . | -3 | 1 | 5 | 3
CCCCc1nc2cc(C(=O)N3CCNC(=O)C3CC(=O)OC)ccc2o1 (stereo not given) | 17 | -3 | 1.3% | -8 | 0.0 | 4 | 0 | 89* | -2
CCN(CC)C(=O)CSc1nc2cc3c(cc2c(=O)n1Cc1ccc(C(=O)NCCc2ccc(OC)c(OC)c2)cc1)OCO3 | -11 | -6 | 2.1% | . | 0.1 | -7 | 1 | 1 | -1

Continued; the last 4 above are carried over.
SMILES | D1 antagonist | D2 PAM | RXFP1 ag | D2 antagonist | D2 ag | RXFP1 antag | D1 agonist | TRHR PAM | D1 potentiator
COc1ccc(C(=O)N/N=C/c2ccc(OC)c(CSc3ccccn3)c2)cc1 | -6 | -1 | -1.1% | -17 | 0.2 | -6 | 1 | 4 | 2
Cc1ccc2c(c1)N(CC(=O)N1CCOCC1)C(=O)C(C)O2 (stereo not given) | 7 | -8 | 2.9% | 0 | . | -3 | 1 | 5 | 3
CCCCc1nc2cc(C(=O)N3CCNC(=O)C3CC(=O)OC)ccc2o1 (stereo not given) | 17 | -3 | 1.3% | -8 | 0.0 | 4 | 0 | 89* | -2
CCN(CC)C(=O)CSc1nc2cc3c(cc2c(=O)n1Cc1ccc(C(=O)NCCc2ccc(OC)c(OC)c2)cc1)OCO3 | -11 | -6 | 2.1% | . | 0.1 | -7 | 1 | 1 | -1
CCOC(=O)CCSc1nc(-c2ccccc2)cc(C(F)(F)F)n1 | -17 | 15 | 1.0% | 3 | 0.2 | -13 | 4 | 1 | 21
O=c1c(Cl)c(N2CCN(S(=O)(=O)c3ccccc3)CC2)cnn1-c1ccccc1 | -3 | 6 | 9.7% | -1 | 0.1 | . | 3 | -4 | -9
COC(=O)Cc1c(C)c2ccc(OCC(=O)N3CCCC3)c(C)c2oc1=O | -2 | 5 | 5.3% | -4 | 0.0 | -19 | 7 | 3 | -4
COc1ccccc1NC(=O)COC(=O)[C@@H]1CCCN1C(=O)c1cccs1 | 3 | -10 | 0.2% | -15 | 1.0 | -8 | 1 | -8 | -6
COc1cccc(C2NC(=O)NC(C)=C2C(=O)OCC2CCCO2)c1 (stereo not given) | -22 | -7 | -0.1% | -1 | -0.7 | -19 | 6 | 24 | 0

Results in D2 antagonist, for some of the entries so far:
Compound	D2 antagonist
CCOC(=O)CCSc1nc(-c2ccccc2)cc(C(F)(F)F)n1	3
COc1ccccc1NC(=O)COC(=O)[C@@H]1CCCN1C(=O)c1cccs1	-15
